Compound activity: PubChem, several laboratories
LAP4-GFP MLPCN: yeast TOR pathway LAP4-GFP modulation; 320,000 compounds, 0.34% hits; S. cerevisiae LAP4-GFP multiplex, flow cytometry GFP, 3 h; median GFP as percent of DMSO wells; GFP response vs DMSO, % at 10 µM; AID 2023;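 active means GFP response vs DMSO above a set limit, about the screen mean plus 3 SD, cut at about 150% in these data; inconclusive means under 70 cell events counted for the yeast strain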
AGP1-GFP MLPCN: modulators of TOR pathway AGP1-GFP in S. cerevisiae | S. cerevisiae AGP1-GFP multiplex flow cytometry, 3 h; GFP as percent of DMSO wells | GFP response vs DMSO, % at 10 µM | 320,000 compounds, 0.02% hits | AID 2066;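 active means GFP response relative to DMSO above a set limit, near screen average plus 3 SD, cut at about 150% in these data; inconclusive means fewer than 70 cells counted for the yeast strain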;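 further: median GFP channel fluorescence of the gated AGP1 strain per well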
CIT2 TOR yeast: alters CIT2-GFP fluorescence in TOR pathway yeast screen. S. cerevisiae CIT2-GFP strain, flow cytometry, 3 h; 100 means same as DMSO wells. GFP response vs DMSO, % at 10 µM. 320,000 compounds, 0.065% hits. AID 2029;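 active means GFP response relative to DMSO above a set limit, near the screen mean plus 3 SD, cut at about 150% in these data; inconclusive means Fewer than 70 cells measured for a yeast strain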;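 further: ratio of well median GFP fluorescence to mean of DMSO wells on the plate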
MEP2 TOR yeast: yeast TOR pathway MEP2-GFP modulation; S. cerevisiae MEP2-GFP strain, flow cytometry GFP, 3 h; 100% = DMSO control level; GFP response vs DMSO, % at 10 µM; 330,000 compounds, 0.51% hits;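 active means GFP response versus DMSO above a set limit, roughly screen mean plus 3 SD, cut at about 180% in these data; inconclusive means fewer than 70 cells counted for a yeast strain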;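 further: median GFP fluorescence of the barcode-gated MEP2-GFP cells per well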
AHR act: human AHR activation. AHR-responsive luciferase reporter cells, luminescence. P35869. 320,000 compounds, 2.5% hits. AID 2796. activation, % at 5 µM; in the data active means activation above about 47%;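 further: 0% = vehicle wells and 100% = reference agonist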
Target sequence (P35869 whole entry, looked up): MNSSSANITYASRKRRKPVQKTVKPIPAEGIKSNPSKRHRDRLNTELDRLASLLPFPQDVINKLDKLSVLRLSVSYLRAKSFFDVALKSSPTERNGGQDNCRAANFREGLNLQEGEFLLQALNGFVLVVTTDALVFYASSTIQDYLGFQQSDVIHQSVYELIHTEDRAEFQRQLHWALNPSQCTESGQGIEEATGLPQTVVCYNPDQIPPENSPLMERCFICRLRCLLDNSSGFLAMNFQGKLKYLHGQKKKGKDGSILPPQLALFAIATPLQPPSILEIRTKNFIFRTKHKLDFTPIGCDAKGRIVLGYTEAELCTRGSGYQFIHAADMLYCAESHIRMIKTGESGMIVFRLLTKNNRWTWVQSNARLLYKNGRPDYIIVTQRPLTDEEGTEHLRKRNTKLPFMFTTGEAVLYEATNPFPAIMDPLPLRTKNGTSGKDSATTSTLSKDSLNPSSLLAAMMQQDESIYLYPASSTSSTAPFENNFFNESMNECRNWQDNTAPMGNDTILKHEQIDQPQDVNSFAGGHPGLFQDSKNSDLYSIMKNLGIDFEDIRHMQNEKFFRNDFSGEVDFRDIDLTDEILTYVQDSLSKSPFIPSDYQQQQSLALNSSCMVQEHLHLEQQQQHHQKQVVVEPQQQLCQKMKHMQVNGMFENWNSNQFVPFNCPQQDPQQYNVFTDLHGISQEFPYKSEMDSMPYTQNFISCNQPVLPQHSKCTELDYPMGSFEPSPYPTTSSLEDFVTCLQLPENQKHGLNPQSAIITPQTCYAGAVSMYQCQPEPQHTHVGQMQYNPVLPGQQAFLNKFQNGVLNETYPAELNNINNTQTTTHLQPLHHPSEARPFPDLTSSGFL
Efflux pump mplx: inhibitors of Candida antifungal efflux pumps expressed in yeast; S. cerevisiae Candida pump triplex, Nile Red efflux; AID 485275; inhibition, % at 10 µM; 330,000 compounds, 0.44% hits;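 active means plate passing quality check with inhibition over a set limit, or well fluorescence over plate mean plus 4 SD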;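 further: Nile Red retained in pooled yeast measured as flow cytometry median fluorescence; 0% = buffer negative control and 100% = Enniatin B positive control; higher means more Nile Red kept so more efflux inhibition; some compounds called inactive have numbers as strong as hits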
RPL19A TOR yeast: yeast TOR pathway RPL19A-GFP modulation; S. cerevisiae RPL19A-GFP strain, flow cytometry, 3 h; active compounds read low; percent response vs DMSO, % at 10 µM; 330,000 compounds, 0.3% hits; AID 2025;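 active means percent response vs DMSO below 50%; inconclusive means fewer than 70 events counted for the yeast strain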;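 further: median channel GFP fluorescence of the barcoded RPL19A-GFP strain; ratio of sample median GFP to plate DMSO average so 100% = DMSO; lower means less RPL19A-GFP as with rapamycin TOR inhibition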
Yeast superoxide: lowers age-related superoxide in aged yeast cells; superoxide response (% of plate mean), % at 10 µM; AID 2690; S. cerevisiae aged cells, superoxide DHE fluorescence; active compounds read low; 330,000 compounds, 0.18% hits;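 active means superoxide response under a set limit, about three screen SD below normal, cut at about 65% in these data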;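 further: yeast aged for seven days with compound at 30 °C before DHE staining; 100% = average MFI of all compound-treated wells on the plate with controls excluded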
* = called active by the depositor; u = inconclusive; x = not tested or not shown; [ ] = dose if it differs, or a comment.

Letters: A = LAP4-GFP MLPCN; B = AGP1-GFP MLPCN; C = CIT2 TOR yeast; D = MEP2 TOR yeast; E = AHR act; F = Efflux pump mplx; G = RPL19A TOR yeast; H = Yeast superoxide
(1) Cc1ccc(C(=O)N/C(=C\C=C\c2ccccc2)C(=O)NCc2ccco2)cc1
  A = 98; B = 100; C = 101; D = 100; E = 13; F = 0.1; G = 102; H = 82
(2) Cc1cc(C)c2cc(C=O)c(Cl)nc2c1
  A = 91; B = 92; C = 94; D = 98; E = 0; F = -0.2; G = 105; H = 86
(3) CCc1nc2ccccc2c(C(=O)OC2CCOC2=O)c1C (configuration not stated)
  A = 100; B = 99; C = 94; D = 98; E = 1; F = 0.3; G = 97; H = 99
(4) CCOC(=O)Cc1csc(N/N=C\c2cccc(Br)c2)n1
  A = 92; B = 91; C = 106; D = 104; E = 24; F = -0.1; G = 101; H = 106
(5) N=c1c(C(=O)NCc2ccc(F)cc2)cc2c(=O)n3ccccc3nc2n1CCCN1CCOCC1
  A = 98[may fluoresce violet]; B = 81; C = u; D = 235*[may fluoresce violet]; E = -2; F = -0.2; G = 18*; H = 86
(6) COc1cccc(OCc2cc(C(=O)N3CCNC(=O)C3Cc3ccccc3)no2)c1 (configuration not stated)
  A = 100; B = 103; C = 106; D = 106; E = 7; F = 0.1; G = 104; H = 81
(7) O=C(O)CCC(=O)NCCn1c(-c2ccccc2)csc1=Nc1ccccc1
  A = 90; B = 95; C = 93; D = 100; E = 1; F = 0.1; G = 99; H = 123
(8) CCN(C(=O)CCS(=O)(=O)c1cc2c(cc1Cl)NC(=O)CO2)c1ccccc1
  A = 103; B = 109; C = 107; D = 107; E = -1; F = -0.2; G = 103; H = 101
(9) CC(C)CNC(=O)COC(=O)c1ccc(Cl)c(S(=O)(=O)N2CCc3ccccc32)c1
  A = 104; B = 100; C = 95; D = 97; E = 0; F = 0.1; G = 97; H = 99
(10) CC(C)N1CCC(=NNc2ccc([N+](=O)[O-])cc2S(=O)(=O)N2CCOCC2)CC1
  A = 103; B = 99; C = 102; D = 109; E = 1; F = 0.0; G = 108; H = 102
(11) Cc1nc2c3cc(F)ccc3n(Cc3ccccc3)c2s1
  A = 94; B = 94; C = 97; D = 111; E = 10; F = 0.1; G = 104; H = 110
(12) C/C=C/c1ccc(OCCCN2C(=O)NC(C)(C)C2=O)c(OC)c1
  A = 111; B = 103; C = 102; D = 107; E = 15; F = 0.2; G = 99; H = 102
(13) O=C1CC(c2ccccc2)CC(O)=C1C=NCc1ccco1 (configuration not stated)
  A = u; B = u; C = u; D = 92[may fluoresce red and violet]; E = -2; F = 0.1; G = u; H = 85
(14) CN1CCN(S(=O)(=O)c2cnccc2N2CCN(c3cccc(Cl)c3)CC2)CC1
  A = 94; B = 96; C = 103; D = 105; E = 1; F = -0.3; G = 104; H = 115
(15) c1ccc2c(c1)Sc1ccccc1-n1cnnc1-2
  A = 97; B = 96; C = 98; D = 99; E = 3; F = -0.2; G = 100; H = 103

Sorted by the number under Efflux pump mplx (descending): some entries from above.
entry	SMILES	Efflux pump mplx
7	O=C(O)CCC(=O)NCCn1c(-c2ccccc2)csc1=Nc1ccccc1	0.1
10	CC(C)N1CCC(=NNc2ccc([N+](=O)[O-])cc2S(=O)(=O)N2CCOCC2)CC1	0.0
4	CCOC(=O)Cc1csc(N/N=C\c2cccc(Br)c2)n1	-0.1
2	Cc1cc(C)c2cc(C=O)c(Cl)nc2c1	-0.2
14	CN1CCN(S(=O)(=O)c2cnccc2N2CCN(c3cccc(Cl)c3)CC2)CC1	-0.3

Continued:
Letters: A = LAP4-GFP MLPCN; B = AGP1-GFP MLPCN; C = CIT2 TOR yeast; D = MEP2 TOR yeast; E = AHR act; F = Efflux pump mplx; G = RPL19A TOR yeast; H = Yeast superoxide
(16) CCn1ncc(/C=N\NC(=O)c2csc3ccccc23)c1C
  A = 111; B = 99; C = 87; D = 89; E = 6; F = 0.0; G = 100; H = 99
(17) O=C(NCCc1c[nH]c2ccccc12)c1cncc(Br)c1
  A = 103; B = 119; C = 98; D = 104; E = 49*; F = -0.1; G = 102; H = 91
(18) COc1cc2c(cc1OC)CN(CC(=O)Nc1cccc(C(F)(F)F)c1)CC2
  A = 99; B = 93; C = 91; D = 105; E = 0; F = 0.1; G = 103; H = 112
(19) N#Cc1ccccc1NC(=S)NC(=O)c1cccnc1
  A = 89; B = 93; C = 94; D = 103; E = 9; F = 0.4; G = 99; H = 101
(20) CC1CN(CCOc2ccccc2C(C)C)CC(C)O1 (configuration not stated)
  A = 95; B = 103; C = 109; D = 101; E = -1; F = 0.1; G = 106; H = 96
(21) CCN=C1SC(CC(=O)NC(C)c2ccccc2)C(=O)N1CC (configuration not stated)
  A = 91; B = 101; C = 103; D = 102; E = 2; F = 0.0; G = 103; H = 90
(22) Cc1[nH]c2ccccc2c1CN1CCc2ccccc2C1
  A = 91; B = 97; C = 94; D = 96; E = 30; F = 0.0; G = 93; H = 109
(23) COc1ccc(C(=O)NCCS(=O)(=O)NCc2ccco2)cc1
  A = 107; B = 105; C = 101; D = 101; E = -2; F = 0.0; G = 99; H = 109
(24) CCOc1ccc(-c2cc(CCCC(=O)Nc3cc(OC)ccc3OC)no2)cc1
  A = 104; B = 103; C = 105; D = 104; E = -11; F = -0.2; G = 100; H = 101
(25) CCCC1CCc2[nH]nc(C(=O)NN)c2C1 (configuration not stated)
  A = 120; B = x; C = 88; D = 92; E = 7; F = 0.1; G = 95; H = 114
(26) O=C(O)Cc1ccc(NC(=O)c2cccs2)cc1
  A = 94; B = 86; C = 99; D = 103; E = -6; F = 0.2; G = 103; H = 105
(27) CCOC(=O)c1c[nH]n(-c2ccc(C)cc2)c1=O
  A = 92; B = 104; C = 99; D = 90; E = 11; F = -0.1; G = 104; H = 105
(28) COc1ccc(C(C(C(=O)c2cccs2)N2CCOCC2)N2CCOCC2)cc1OC (configuration not stated)
  A = 105; B = 93; C = 116; D = 103; E = 0; F = -0.1; G = 102; H = 84
(29) O=C(Nc1ccc2c(c1)CN(Cc1ccccc1O)CC2)C1CCCO1 (configuration not stated)
  A = 101; B = 95; C = 97; D = 98; E = 11; F = 0.2; G = 97; H = 96
(30) O=C(N/N=C/c1cnc(N2CCOCC2)s1)c1ccccc1
  A = 119; B = 28; C = 113; D = 109; E = 8; F = 0.0; G = 81; H = 89

Complete entries, quoted from the list. Order of values: LAP4-GFP MLPCN, AGP1-GFP MLPCN, CIT2 TOR yeast, MEP2 TOR yeast, AHR act, Efflux pump mplx, RPL19A TOR yeast, Yeast superoxide
Results for CCOC(=O)c1c[nH]n(-c2ccc(C)cc2)c1=O : 92, 104, 99, 90, 11, -0.1, 104, 105
Results for COc1cc2c(cc1OC)CN(CC(=O)Nc1cccc(C(F)(F)F)c1)CC2 : 99, 93, 91, 105, 0, 0.1, 103, 112

Continuation:
Letters: A = LAP4-GFP MLPCN; B = AGP1-GFP MLPCN; C = CIT2 TOR yeast; D = MEP2 TOR yeast; E = AHR act; F = Efflux pump mplx; G = RPL19A TOR yeast; H = Yeast superoxide
(31) O=C(OCc1ccc(Br)cc1F)c1cc2ccccc2oc1=O
  A = 92; B = 95; C = 89; D = 98; E = 3; F = 0.5; G = 100; H = 90
(32) O=C(c1ccccc1Oc1ccccc1)N1CCN(c2ccccc2)CC1
  A = 94; B = 93; C = 87; D = 94; E = 3; F = 0.3; G = 96; H = 103
(33) CSCCC(NC(=O)c1ccccc1)C(=O)OCC(=O)Nc1ccc(C)c(Cl)c1 (configuration not stated)
  A = 108; B = 103; C = 104; D = 99; E = 5; F = -0.1; G = 97; H = 106
(34) Cc1ccc(CN2[C@@H](CC3CCCCC3)COCCS2(=O)=O)cc1
  A = 111; B = 90; C = 90; D = 91; E = -1; F = 0.0; G = 102; H = 112
(35) Cn1c(=O)c2c(ncn2CC(=O)N(Cc2ccccc2)c2ccccn2)n(C)c1=O
  A = 103; B = 100; C = 100; D = 101; E = -6; F = 0.0; G = 103; H = 101
(36) COc1ccc(N2CCN(C(=O)CSc3nnnn3-c3ccc4c(c3)OCCO4)CC2)cc1
  A = 104; B = 94; C = 102; D = 105; E = 0; F = 0.0; G = 97; H = 89
(37) CN(C)c1ccc(/C=N/N2C(=S)SC(C)(C)C2N(O)C(=O)Nc2ccc([N+](=O)[O-])cc2)cc1 (configuration not stated)
  A = 91; B = 94; C = 96; D = 94; E = 2; F = 0.1; G = 98; H = 105
(38) C=CCN=C(NC#N)SCC(=O)c1cccc(OC)c1
  A = 91; B = 93; C = 93; D = 96; E = 27; F = 0.1; G = 96; H = 97
(39) CCC(=O)c1ccc(OCC(=O)NCCC2=CCCCC2)c(OC)c1
  A = 96; B = 96; C = 90; D = 93; E = 20; F = 0.2; G = 96; H = 83
(40) CC(C)n1nnnc1SCC(=O)Nc1ccc2c(c1)OCCO2
  A = 102; B = 110; C = 102; D = 112; E = 35; F = 0.0; G = 106; H = 86
(41) CCOc1ccc(C(=O)Nc2ccccc2-c2ccccc2)cc1Cl
  A = 107; B = 104; C = 106; D = 98; E = -2; F = -0.2; G = 109; H = 85
(42) CCOC(=O)CNC(=O)CSc1nnc(-c2ccco2)n1N
  A = 93; B = 94; C = 101; D = 103; E = 1; F = -0.1; G = 96; H = 71
(43) C=CCNC(=O)c1ccc(-c2cccc([N+](=O)[O-])c2)o1
  A = 96; B = 99; C = 95; D = 102; E = 22; F = -0.1; G = 100; H = 100
(44) COc1ccccc1C1=NOC(COC(=O)c2ccc([N+](=O)[O-])cc2)C1 (configuration not stated)
  A = 109; B = 102; C = 103; D = 105; E = -2; F = -0.1; G = 99; H = 101
(45) COc1ccc(C(=O)COC(=O)c2ccc(NC(C)=O)cc2)cc1[N+](=O)[O-]
  A = 93; B = 99; C = 95; D = 101; E = 0; F = -0.2; G = 99; H = 96
(46) COc1ccc([N+](=O)[O-])cc1N1C(=O)c2cccc3cccc(c23)C1=O
  A = 97; B = 99; C = 106; D = 110; E = 0; F = 0.1; G = 106; H = 95
(47) O=C(CCC1N=C2c3ccccc3N=C(SCc3ccc(Cl)cc3)N2C1=O)NCc1ccco1 (configuration not stated)
  A = 94; B = 105; C = 97; D = 102; E = -3; F = -0.1; G = 99; H = 91
(48) O=C(NCc1ccc2c(c1)OCO2)c1ccc2c(=O)n(C3CCCC3)c(=O)[nH]c2c1
  A = 102; B = 101; C = 99; D = 106; E = 8; F = 0.1; G = 102; H = 106
(49) CCNc1nc(OCCNS(=O)(=O)c2cc(C)ccc2C)nc(N(C)C)n1
  A = 101; B = 104; C = 109; D = 107; E = 2; F = 0.0; G = 95; H = 93
(50) O=C(COC(=O)c1c(Cl)ccc(Cl)c1Cl)NC1CCS(=O)(=O)C1 (configuration not stated)
  A = 97; B = 96; C = 94; D = 93; E = 0; F = 0.0; G = 96; H = 117
(51) CCC(=NC1CC(C)(C)NC(C)(C)C1)C1=C(O)CC(C)(C)CC1=O
  A = 105; B = 108; C = 106; D = 108; E = 3; F = 0.1; G = 104; H = 95
(52) CCOC(=O)c1ccc(-c2ccc(/C=C(\C#N)C(=O)NCC3CCCO3)o2)cc1 (configuration not stated)
  A = 98; B = 105; C = 104; D = 102; E = 9; F = 0.1; G = 98; H = 96
(53) O=C(NCc1ccco1)c1ccc2c(c1)S(=O)(=O)c1ccccc1C2=O
  A = 140; B = 92; C = 122; D = 94; E = 0; F = 0.0; G = 101; H = 99
